High-throughput results deposited in PubChem BioAssay by Broad Institute.
RAD54 branch – RAD54 (human) branch migration inhibition; hit rate 0.14% among 360,000; inhibition, % at 10.4 µM; RAD54 Holliday junction branch migration, FAM/BHQ fluorescence;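 active means mean normalized replicate activity at least 40 and at least half of replicates scoring 40 or more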;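 further: 0% = median of neutral control wells and 100% = median of positive control wells; inhibitors cause a drop in the FAM fluorescence signal; in these data hits start at about 50%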
ERAP1 HTS inh – ERAP1 (human) enzyme inhibition; Q9NZ08; recombinant ERAP1, Leu-AMC fluorescence, 60 min; inhibition, % at 10.7 µM; hit rate 0.15% among 340,000;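 active means mean replicate inhibition of at least 30%, or all replicates individually reaching that 30% level; inactive means mean below 30% and not every replicate reaching it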;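 further: 0% = neutral control wells and 100% = L-leucinethiol positive control wells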
Target sequence (Q9NZ08 whole entry, looked up): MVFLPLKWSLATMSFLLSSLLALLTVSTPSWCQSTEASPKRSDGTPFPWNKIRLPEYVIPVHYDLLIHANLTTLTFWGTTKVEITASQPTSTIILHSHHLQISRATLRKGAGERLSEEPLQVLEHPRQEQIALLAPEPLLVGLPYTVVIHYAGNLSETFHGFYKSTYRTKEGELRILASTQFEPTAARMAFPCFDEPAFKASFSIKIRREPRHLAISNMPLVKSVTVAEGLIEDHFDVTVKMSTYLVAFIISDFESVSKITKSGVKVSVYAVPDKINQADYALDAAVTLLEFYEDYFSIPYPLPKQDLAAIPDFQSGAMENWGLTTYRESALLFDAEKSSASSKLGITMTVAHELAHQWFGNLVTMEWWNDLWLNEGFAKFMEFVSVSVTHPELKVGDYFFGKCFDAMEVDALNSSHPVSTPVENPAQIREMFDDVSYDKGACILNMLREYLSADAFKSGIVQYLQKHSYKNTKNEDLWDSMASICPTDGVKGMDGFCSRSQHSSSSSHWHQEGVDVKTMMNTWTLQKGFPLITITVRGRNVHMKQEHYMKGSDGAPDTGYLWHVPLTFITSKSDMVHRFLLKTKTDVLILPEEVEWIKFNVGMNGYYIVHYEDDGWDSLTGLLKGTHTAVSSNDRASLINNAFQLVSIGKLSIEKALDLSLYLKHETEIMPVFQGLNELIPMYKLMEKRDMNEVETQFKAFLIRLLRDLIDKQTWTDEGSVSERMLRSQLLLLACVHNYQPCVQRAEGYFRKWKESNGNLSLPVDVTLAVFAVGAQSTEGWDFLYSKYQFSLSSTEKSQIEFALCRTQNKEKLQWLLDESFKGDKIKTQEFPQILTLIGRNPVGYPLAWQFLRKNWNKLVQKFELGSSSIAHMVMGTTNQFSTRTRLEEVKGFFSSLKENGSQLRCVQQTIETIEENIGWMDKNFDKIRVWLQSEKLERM
E-selectin induc – induces E-selectin expression in human endothelial cells. hit rate 0.37% among 260,000. activation, % at 7.58 µM. P16581. HUVEC E-selectin immunofluorescence imaging; normalized: neutral wells 0, TNF-alpha wells 100;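 active means mean E-selectin-positive cell signal at least 10% of the positive control, reached in at least 60% of replicates, without over 20% cell loss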;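 further: in these data hits start at about 27%; measured in HUVEC primary endothelial cells; signal is the percent of cells scored E-selectin positive by PE staining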
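Test system: HUVEC | Signal: Immunofluorescence imaging | Read-out: Percent E-selectin-positive cells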
PglD inh – inhibitors of Campylobacter jejuni PglD acetyltransferase | purified PglD enzyme, DTNB colorimetric CoA detection | inhibition, % at 12.5 µM | hit rate 0.098% among 360,000 | AID 602405; in the data active means inhibition above about 16%, passing the limit was not always enough; further: strong numbers were not always called active
miR122 inh – inhibitors of miR-122 in Huh7 cells | Huh7 miR-122 Renilla luciferase sensor, 48 h; neutral wells = 0, positive control = 100 | AID 602342 | hit rate 0.3% among 340,000 | activation (reporter increase), % at 12.5 µM;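 active means mean replicate activation score at least 90 and every replicate individually at or above 90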;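 further: higher luciferase means less miR-122 activity so hits act as miR-122 inhibitors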
Cneo AK release – causes C. neoformans cell lysis. adenylate kinase release luminescence, 4 h; normalised: neutral wells 0, clomiphene wells 100. lysis activity, % at 15 µM. hit rate 0.2% among 360,000;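 active means mean lysis activity across replicates of at least 80%, whatever share of replicates individually reach that level; inactive means mean lysis activity below 80%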
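Assay system: Cryptococcus neoformans yeast cells / Dosing: single-point compound dose / Timing: 4 h at 37 °C static, read 1 h later / Measured by: luminescence of released adenylate kinase using an AK detection reagent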
PGC1a acetyl inh – PGC1a acetylation modulation, inhibitor mode; hit rate 0.17% among 350,000; U2OS PGC1a acetylation, AlphaScreen anti-acetyl-lysine; with virally co-expressed GCN5 acetyltransferase; inhibition, % at 15.6 µM;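 active means every replicate shows inhibition of at least 40%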;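 further: 0% = neutral control wells and 100% = positive control wells; some results beyond the cut were filed as inactive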
RAD52 inh – RAD52 (human) annealing inhibition; AID 651710; inhibition, % at 18.7 µM; recombinant RAD52 DNA annealing, FRET fluorescence; P43351; hit rate 0.46% among 360,000;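 active means every replicate showing at least 50% inhibition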
* hit, by the source's call; . = not tested or not shown; [ ] = another dose, or the depositor's remark.

SMILES	RAD54 branch	ERAP1 HTS inh	E-selectin induc	PglD inh	miR122 inh	Cneo AK release	PGC1a acetyl inh	RAD52 inh
O=C(NC1CCCC1)C(c1ccco1)N(C(=O)c1ccco1)c1ccccc1 (configuration not stated)	-4	-4	-0.2	7	6	1	1	-8
CCOc1ccc2nc(NS(=O)(=O)c3ccc4c(c3)n(C)c(=O)n4C)sc2c1	2	5	.	2	57	-2	1	-7
Cc1nc2cc3nc(C)sc3cc2s1	2	.	.	-2	3	-3	46	.
CN1CCN(C(=O)C[C@H]2CC[C@@H]3[C@H](COC[C@H](O)CN3C(=O)Cc3ccccc3)O2)CC1	5	0	-0.1	3	4[16.7 µM]	1	-1	0
COCC1CCN(C(=O)C2CCC(=O)N(CC3CCCCC3)C2)CC1 (configuration not stated)	-6	-7	.	3	-3	0	3	-12
CCC1CN(C(=O)N2CCC(C(=O)Nc3ccccc3F)CC2)c2ccccc2O1 (configuration not stated)	3	-1	-0.3	0	-2	0	5	-13
N#Cc1nc(COc2ccc(Cl)cc2Cl)oc1N1CCN(c2ccccc2)CC1	0	.	.	2	0	1	0	.
COC(CNC(=O)c1ccc2c(c1)nc(C)n2-c1ccc(F)c(F)c1)OC	9	.	.	-2	-13	0	5	.
C[C@H]1CN([C@@H](C)CO)C(=O)c2cccc(NC(=O)Nc3cccc4ccccc34)c2O[C@H]1CN(C)Cc1ccc(C(F)(F)F)cc1	-1	2	14	0	3[16.7 µM]	2	2	11
CCOc1ccc(-c2c(C(=O)N/N=C/c3cccs3)nnn2-c2nonc2N)cc1	-3	-6	8.6	0	-1	0	11	-20
C[C@@H]1CN([C@@H](C)CO)C(=O)Cc2cc(NC(=O)Nc3ccc(C(F)(F)F)cc3)ccc2O[C@H]1CN(C)S(=O)(=O)c1cn(C)cn1	-1	1	0.1	0	-1[16.7 µM]	-1	16	0
CCCC#Cc1ccc([C@H]2[C@H]3CN(S(=O)(=O)CC)CCCCN3[C@H]2CO)cc1	-11	1	0.1	1	3[16.7 µM]	0	-3	-22
Cc1cc(C)c2c(CC(=O)O)coc2c1	-3	2	.	0	.	2	.	-30
O=C(c1ccncc1)N1CC2(C1)[C@H](c1ccccc1)[C@@H](CO)N2CC1CC1	.	3	0.3	.	.	.	-15	-2
C[C@H](CO)N1C[C@H](C)[C@H](CN(C)Cc2ccncc2)OCCCC[C@H](C)Oc2ccc(NC(=O)Nc3ccc(C(F)(F)F)cc3)cc2C1=O	2	-3	-0.2	7	-15[16.7 µM]	1	6	32
O=C(C[C@@H]1C=C[C@@H](NC(=O)Nc2ccc(F)cc2)[C@H](CO)O1)NCc1cccc(F)c1	-8	0	-0.4	2	.	3	-11	8
C[C@H]1CN([C@@H](C)CO)C(=O)Cc2cc(NC(=O)C3CC3)ccc2O[C@@H]1CN(C)S(=O)(=O)c1ccc(F)cc1	3	0	-0.5	9	-6[16.7 µM]	3	6	-3
CCC(=NN=C(CC)c1ccccc1O)c1ccccc1O	-3	0	0.3	6	.	11	1	-47
O=C(C[C@H]1CC[C@H](NC(=O)c2ccc(F)cc2)[C@@H](CO)O1)NCc1ccncn1	7	2	0.3	-3	.	51	1	8
C[C@@H]1CCCCO[C@@H](CN(C)Cc2ccncc2)[C@@H](C)CN([C@@H](C)CO)C(=O)c2cc(NS(=O)(=O)c3cn(C)cn3)ccc2O1	-2	-2	-0.1	0	10[16.7 µM]	-1	-10	0
S=c1[nH]cc(-c2ccccc2)[nH]1	.	.	0.4	.	1	.	-4	-9
CN(C)/C=C1/Nc2ccccc2C1=O	-6	.	.	-82	5	1	-1	.
COc1ccc(OC)c(C2=NOC(C(=O)Nc3ccc4c(c3)OCCO4)C2)c1 (configuration not stated)	-1	3	.	6	.	0	.	-8
O=c1cc(N2CCCCCC2)[nH]c(=O)n1-c1ccc(Cl)cc1	-1	3	-1.8	-1	2	-3	0	4

Random excerpt: 2 compounds from above, in no set order.
SMILES	RAD54 branch	ERAP1 HTS inh	E-selectin induc	PglD inh	miR122 inh	Cneo AK release	PGC1a acetyl inh	RAD52 inh
COc1ccc(OC)c(C2=NOC(C(=O)Nc3ccc4c(c3)OCCO4)C2)c1 (configuration not stated)	-1	3	.	6	.	0	.	-8
CCC(=NN=C(CC)c1ccccc1O)c1ccccc1O	-3	0	0.3	6	.	11	1	-47

(listing goes on)
SMILES	RAD54 branch	ERAP1 HTS inh	E-selectin induc	PglD inh	miR122 inh	Cneo AK release	PGC1a acetyl inh	RAD52 inh
CS(=O)(=O)n1nc(-c2ccco2)nc1N	6	-6	-0.4	3	2	0	-12	-14
Cc1ccc(S(=O)(=O)Nc2ccc3c(c2)C(=O)N([C@@H](C)CO)C[C@H](C)[C@H](CN(C)Cc2ccncc2)O3)cc1	2	2	-0.5	-1	-11[16.7 µM]	-1	-6	-3
CCC(=O)N(CC)C[C@H]1[C@H](c2ccccc2)[C@@H](CO)N1C(C)=O	3	-1	-0.2	-3	-21[16.7 µM]	3	1	-7
Cc1c(-c2csc(N)n2)c2ccccc2n1C	8	-1	-0.1	8	0	-1	10	-10
O=C(Cn1nc(-c2ccc(Cl)cc2)ccc1=O)NCCN1CCOCC1	-23	.	.	1	-3	-1	-9	-15
CSc1ccc(C(C(C(=O)c2cccs2)N2CCOCC2)N2CCOCC2)cc1 (configuration not stated)	4	.	.	-1	-1	-1	-7	.
O=C(NCc1ccco1)C1CC(=O)N(CCc2ccccc2)C1 (configuration not stated)	1	1	.	1	.	2	.	-23
C[C@@H](O)C#Cc1ccc([C@H]2[C@@H](CO)N3CCCCN(C(=O)c4cccc(F)c4)C[C@@H]23)cc1	-9	.	-0.2	5	-4[16.7 µM]	0	5	.
N#C[C@H]1[C@H](c2ccc(-c3cccnc3)cc2)[C@H](CO)N1C(=O)C1CC1	-7	-2	0.6	1	.	-2	6	-1
COc1ccccc1-c1ccc2c(c1)[C@H]1[C@H](CCN1C(=O)C1CCC1)[C@H](CO)N2	.	1	-0.2	.	.	.	4	-24
CCN(C(=O)CSc1nnc(SC(C)C)s1)C1CCS(=O)(=O)C1 (configuration not stated)	-7	3	.	1	2	-1	-4	-16
Cc1ccc(S(=O)(=O)Nc2ccc3c(c2)C(=O)N([C@H](C)CO)C[C@H](C)[C@H](CN(C)C(=O)Nc2cccc4ccccc24)OCCCC[C@H](C)O3)cc1	-1	1	0.9	2	-15[16.7 µM]	0	-7	0
C[C@@H]1CN([C@H](C)CO)S(=O)(=O)c2ccc(C#CC3CC3)cc2O[C@H]1CN(C)C(=O)c1cccnc1	3	2	-0.4	2	12[16.7 µM]	-2	-6	14
CNC[C@H]1OCCCC[C@H](C)Oc2ccc(NC(=O)Nc3cccc4ccccc34)cc2C(=O)N([C@@H](C)CO)C[C@@H]1C	-3	-5	-0.2	4	1[16.7 µM]	4	-45	-95
CN(CC(=O)NCCN1CCN(c2ccccc2)CC1)S(=O)(=O)c1ccc2c(c1)CCC(=O)N2	5	0	-0.1	0	-3	1	-13	-8
O=C(c1ccc(C(F)(F)F)cc1)C1CCCN(C(=O)CCc2ccncc2)C1 (configuration not stated)	-3	2	.	-2	-2	0	-9	4
O=C(NC1CCCc2ccccc21)C1CCCN(S(=O)(=O)c2cnc[nH]2)C1 (configuration not stated)	5	.	.	2	40	0	3	3
CSc1ccc(/C=c2\s/c(=C\C(=O)C(C)(C)C)n(CC(=O)NCCC3=CCCCC3)c2=O)cc1	-12	10	.	6	.	-3	.	-394
CCOC(=O)c1ccccc1NS(=O)(=O)c1ccc(OCC)cc1	1	.	.	1	39	1	-51	.
C=CCn1c(O)c(N=NC(=O)c2ccccc2NS(=O)(=O)c2cccs2)c2ccccc21	6	12	-0.6	0	0	0	-14	-14
O=C(CSc1nnc2c(Cl)cc(Cl)cn12)N1CCN(c2ccc(F)cc2)CC1	-2	.	.	-6	-5	-7	-4	.
CN(C)C(=O)C[C@H]1CC[C@@H]2[C@@H](COc3ccc(NC(=O)c4ccc(F)c(F)c4)cc3C(=O)N2C)O1	-21	-1	-0.1	3	-1[16.7 µM]	-7	-2	2
C=C(C)COc1ccc(-c2nc(N)nc(C)c2Oc2ccccc2OC)c(O)c1	-4	.	.	-6	33	2	-11	.
O=c1[nH]cnc2c1sc1nc(C(F)F)cc(-c3ccccc3)c12	-5	2	5.4	6	9	1	1	-13

Looked up above.
PGC1a acetyl inh, C=C(C)COc1ccc(-c2nc(N)nc(C)c2Oc2ccccc2OC)c(O)c1 = -11
RAD54 branch, C=CCn1c(O)c(N=NC(=O)c2ccccc2NS(=O)(=O)c2cccs2)c2ccccc21 = 6
PglD inh, CN(C)C(=O)C[C@H]1CC[C@@H]2[C@@H](COc3ccc(NC(=O)c4ccc(F)c(F)c4)cc3C(=O)N2C)O1 = 3
RAD54 branch, O=C(NC1CCCc2ccccc21)C1CCCN(S(=O)(=O)c2cnc[nH]2)C1 (configuration not stated) = 5

Further entries
SMILES	RAD54 branch	ERAP1 HTS inh	E-selectin induc	PglD inh	miR122 inh	Cneo AK release	PGC1a acetyl inh	RAD52 inh
CCOC(=O)c1ccc(CN2C(=O)c3ccccc3S2(=O)=O)cc1	2	-2	.	-1	8	2	4	5
CCCNC(=O)N(C)C[C@H]1Oc2ncc(C#C[C@H](C)O)cc2C(=O)N([C@H](C)CO)C[C@@H]1C	-3	-2	0.0	-2	-3[16.7 µM]	-4	7	-3
O=C(CC1CCCCC1)N=C1SC2CS(=O)(=O)CC2N1c1ccccc1 (configuration not stated)	8	-2	.	-2	-5	1	6	6
Cc1cccc(OC(C)C(=O)Nc2ccc(N3CCCCC3)cc2)c1 (configuration not stated)	-14	-1	.	0	.	2	.	-2
N#Cc1ccc(NC(=O)COC(=O)CNC(=O)C2CCCCC2)cc1	-14	.	.	-3	-4	-1	-5	.
COc1ccc(N(C(=O)c2cc3ccccc3oc2=O)C2C=CS(=O)(=O)C2)cc1 (configuration not stated)	4	-2	-0.1	.	0	-1	-1	-12
Cc1noc(C)c1NC(=O)N(C)C[C@H]1Oc2ccc(NS(=O)(=O)c3cn(C)cn3)cc2C(=O)N([C@H](C)CO)C[C@H]1C	4	0	-0.4	-1	1[16.7 µM]	1	8	-2
CCC(=O)c1ccc(OC(=O)c2cccs2)cc1	-14	.	-0.2	-3	-1	-1	1	.

Four of the entries above in order of their number in PglD inh, low to high.
SMILES | ERAP1 HTS inh | PglD inh | miR122 inh | PGC1a acetyl inh | RAD52 inh
N#Cc1ccc(NC(=O)COC(=O)CNC(=O)C2CCCCC2)cc1 | . | -3 | -4 | -5 | .
CCCNC(=O)N(C)C[C@H]1Oc2ncc(C#C[C@H](C)O)cc2C(=O)N([C@H](C)CO)C[C@@H]1C | -2 | -2 | -3[16.7 µM] | 7 | -3
Cc1noc(C)c1NC(=O)N(C)C[C@H]1Oc2ccc(NS(=O)(=O)c3cn(C)cn3)cc2C(=O)N([C@H](C)CO)C[C@H]1C | 0 | -1 | 1[16.7 µM] | 8 | -2
Cc1cccc(OC(C)C(=O)Nc2ccc(N3CCCCC3)cc2)c1 (configuration not stated) | -1 | 0 | . | . | -2

Grouped by structure, those above with an NH in an aromatic ring.
SMILES	RAD54 branch	ERAP1 HTS inh	E-selectin induc	PglD inh	miR122 inh	Cneo AK release	PGC1a acetyl inh	RAD52 inh
S=c1[nH]cc(-c2ccccc2)[nH]1	.	.	0.4	.	1	.	-4	-9
O=c1cc(N2CCCCCC2)[nH]c(=O)n1-c1ccc(Cl)cc1	-1	3	-1.8	-1	2	-3	0	4
O=C(NC1CCCc2ccccc21)C1CCCN(S(=O)(=O)c2cnc[nH]2)C1 (configuration not stated)	5	.	.	2	40	0	3	3
O=c1[nH]cnc2c1sc1nc(C(F)F)cc(-c3ccccc3)c12	-5	2	5.4	6	9	1	1	-13
